IDE act: activators of human insulin-degrading enzyme in cells. P14735. 0.073% of 340,000 active. HEK cells, FAbeta-B cleavage, fluorescence polarization; 0% vehicle, 100% cell-free pure enzyme wells. AID 493087. activation, % at 5.96 µM;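 active = activation above the mean of all tested compounds plus 3 SD, set per screening campaign, cut at about 17% in these data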
Target sequence (P14735 whole entry, looked up): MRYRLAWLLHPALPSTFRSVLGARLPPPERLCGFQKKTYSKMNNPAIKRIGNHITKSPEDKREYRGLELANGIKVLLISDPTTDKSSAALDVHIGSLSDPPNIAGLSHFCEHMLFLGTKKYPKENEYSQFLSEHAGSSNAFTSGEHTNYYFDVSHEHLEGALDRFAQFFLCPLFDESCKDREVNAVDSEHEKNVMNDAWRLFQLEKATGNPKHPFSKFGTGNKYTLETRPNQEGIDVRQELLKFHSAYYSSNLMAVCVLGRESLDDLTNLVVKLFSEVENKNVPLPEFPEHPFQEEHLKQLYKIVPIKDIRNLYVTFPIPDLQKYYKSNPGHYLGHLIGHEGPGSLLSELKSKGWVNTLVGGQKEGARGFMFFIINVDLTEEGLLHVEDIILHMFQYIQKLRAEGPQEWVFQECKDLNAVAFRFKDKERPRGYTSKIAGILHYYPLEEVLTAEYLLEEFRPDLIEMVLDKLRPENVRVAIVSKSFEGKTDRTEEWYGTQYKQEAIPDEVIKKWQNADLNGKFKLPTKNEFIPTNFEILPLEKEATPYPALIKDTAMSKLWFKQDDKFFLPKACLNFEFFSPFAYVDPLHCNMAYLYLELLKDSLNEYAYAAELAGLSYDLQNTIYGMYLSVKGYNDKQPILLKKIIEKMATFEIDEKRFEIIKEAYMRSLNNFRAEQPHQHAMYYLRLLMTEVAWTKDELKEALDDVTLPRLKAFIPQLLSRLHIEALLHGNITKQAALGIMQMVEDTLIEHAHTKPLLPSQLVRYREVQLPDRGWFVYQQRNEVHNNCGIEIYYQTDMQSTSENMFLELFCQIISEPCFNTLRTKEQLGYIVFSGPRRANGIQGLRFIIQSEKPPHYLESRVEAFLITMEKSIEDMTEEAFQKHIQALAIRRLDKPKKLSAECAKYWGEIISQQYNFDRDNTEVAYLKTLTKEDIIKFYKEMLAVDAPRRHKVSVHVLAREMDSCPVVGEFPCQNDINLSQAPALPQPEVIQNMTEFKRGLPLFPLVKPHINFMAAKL
VIM-2 inhibitor: blocks Pseudomonas aeruginosa VIM-2 metallo-beta-lactamase; purified VIM-2, nitrocefin hydrolysis, epi-absorbance fluorescence; inhibition, % at 5.6 µM; 0.89% of 290,000 active; AID 1527;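 active = inhibition above the mean of all tested compounds plus 3 SD, cutoff set per screening run, cut at about 7.5% in these data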;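 note: red hydrolysis product quenches plate fluorescence so inhibitors raise well fluorescence; 0% = enzyme with DMSO and 100% = DMSO without enzyme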
SUMO HTRF inh: SUMOylation inhibition | P63279 | HTRF SUMOylation assay, SAE1/SAE2 + UBC9, in vitro | inhibition, % at 35 µM | 0.36% of 290,000 active | AID 2006; in the data active = inhibition above about 50%, passing the limit was not always enough; note: strong numbers were not always called active
PHOSPHO1 block: blocks human PHOSPHO1 phosphatase activity; Q8TCT1; recombinant PHOSPHO1, absorbance phosphatase assay; inhibition, % at 13.3 µM; 1.1% of 290,000 active; in the data active = inhibition above about 60%
HCV NS3 hel inh: inhibitors of Hepatitis C virus NS3 helicase; inhibition, % at 10.9 µM; NS3 helicase DNA unwinding, Cy5 molecular beacon fluorescence; 0.56% of 290,000 active; AID 1800;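 active = inhibition above the mean of all tested compounds plus 3 SD, set per campaign, cut at about 35% in these data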;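 note: 0% = DMSO wells and 100% = thioflavine S control wells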
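assay system = NS3 helicase fragment of HCV | buffer or medium = MOPS pH 6.5, MgCl2, DTT, Tween20, BSA | timing = 60 min unwinding reaction at 25 °C after ATP addition | signal = Cy5 beacon fluorescence read at start and 1 h | read-out basis = % inhibition of unwinding | control set = low DMSO, high thioflavine S at 110 µM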
pCIP destab: p/CIP protein destabilization; decrease of EGFP signal, % at 10 µM; F442A p/CIP-EGFP cells, EGFP fluorescence, 16 h; 0.01% of 290,000 active;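 active = EGFP signal decrease of at least 30% at 10 µM or well 3 SD below plate mean, unless failing retest; inactive = the rest, including hits failing retest or dose response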; note: some compounds called inactive have numbers as strong as hits; many of its hits are not listed in these tables
FID counter: fluorescent intercalator displacement, NS3 helicase counter-screen; DNA fluorescent intercalator displacement, fluorescence; inhibition, % at 7.9 µM; 0.17% of 290,000 active; in the data active = inhibition above about 37%;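 note: 0% = vehicle and 100% = reference compound; higher means more ethidium bromide displaced from hairpin DNA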
IMP-1 inh: blocks Pseudomonas aeruginosa IMP-1 metallo-beta-lactamase | purified IMP-1, nitrocefin hydrolysis, epi-absorbance fluorescence | 0.45% of 290,000 active | AID 1556 | inhibition, % at 5.6 µM;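 active = inhibition above the mean plus 3 SD of all compounds in the same screening run, cut at about 4.5% in these data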;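 note: 0% = IMP-1 with DMSO and 100% = DMSO wells lacking enzyme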
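assay system = purified recombinant IMP-1 metallo-beta-lactamase enzyme | schedule = 15 min preincubation plus 25 min reaction at 25 °C | signal = Epi-absorbance fluorescence, 480 nm excitation, 530 nm emission | read-out basis = percent inhibition from optical density relative to buffer-blank wells | controls = IMP-1 with DMSO as 0%, enzyme-free DMSO as 100%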
MEKK3 PB1 HTS: modulators (inhibitors or enhancers) of MEK5 binding to human MEKK3 PB1 domain. bead-based flow cytometry, Alexa488-MEK5 binding to MEKK3; actives lie on both sides; 0 = blocked by unlabeled MEK5, 100 = vehicle. binding response (% of control), % at 10 µM. 1.4% of 290,000 active. AID 1529;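 active = binding response more than 3 SD above or below the average of its plate-row segment, actives on both sides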;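 note: Alexa488 bead fluorescence after subtracting the streptavidin-only scavenger bead signal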
* hit, by the source's call; · = not tested or not shown. Only part of the results is shown; rates above refer to the full screens.

Compound,IDE act,VIM-2 inhibitor,SUMO HTRF inh,PHOSPHO1 block,HCV NS3 hel inh,pCIP destab,FID counter,IMP-1 inh,MEKK3 PB1 HTS
COc1cc(NC(=O)C(=O)NNC(=O)C2CCCCC2)c(OC)cc1Cl,2,-2.5,17,-9,36*,-18,-16,-9.3,97
COc1ccccc1OCC(=O)NN1Cc2ccccc2C1=N,1,-2.2,14,-4,-1,-5,-1,-6.2,94
CCOc1cccc(CN2CCC(Oc3ccc(C(=O)N4CCCC4)cc3)CC2)c1,2,0.1,-3,34,-6,-2,4,-3.5,100
COc1ccc(NC(=S)NCc2ccccc2)c(OC)c1,5,-3.4,-5,51,-6,-17,-7,-2.0,104
Fc1ccc(-c2nnc(CSc3nnc(-c4ccc5c(c4)OCO5)o3)o2)cc1,0,2.7,5,14,1,15,-6,0.7,97
CCCc1[nH]nc2c1C(c1ccc(OCCN3CCOCC3)c(OCC)c1)C(C#N)=C(N)O2 (stereo not given),1,8.7*,-6,-8,0,-3,-10,-2.7,104
COc1ccc(CCC(C)Nc2ccc(F)cc2)cc1 (stereo not given),8,-1.6,-1,-5,-5,-7,1,-2.9,96
CN(C)c1ccc(C(=O)/C=C/c2ccc(Br)cc2)cc1,-2,-0.6,5,-11,-4,3,-4,-0.3,97
CCc1cccc(NC(=O)CN2C(=O)NC3(CCCCCCC3)C2=O)c1,3,-0.3,2,-33,-9,0,-19,-2.0,104
O=C(O)C1CC(=O)N(c2ccc(OCc3ccccc3Cl)cc2)C1 (stereo not given),-10,-4.5,2,-48,7,7,-25,-3.1,106
Cc1cccn2c(=O)c3cc(C(=O)NCc4ccco4)c(=N)n(CCOCCO)c3nc12,-10,3.8,·,·,3,·,5,0.3,68
Cc1cc(C)c(CN2CCC(N3CCC(C(=O)NCC4CCCO4)CC3)CC2)cc1C (stereo not given),2,-3.2,3,-6,-1,-9,22,-1.4,99
CCCCn1c(CCCNC(=O)c2ccco2)nc2ccccc21,7,-1.0,7,33,11,-18,-16,-1.7,102
CCN1CCN(CC(=O)Nc2nc3ccccc3s2)CC1,9,-1.3,6,8,-12,4,9,1.5,102
c1ccc(NC(c2ccccc2)c2ccncc2)cc1 (stereo not given),-1,-1.7,0,14,2,6,6,-4.2,106
CCn1ccc(C(=O)Nc2ccccc2Cl)n1,3,-0.9,-2,49,14,-6,3,-2.9,107
COC(=O)c1cc(S(=O)(=O)N2CCN(C(=O)c3ccco3)CC2)cn1C,-1,-3.9,1,23,4,-5,-1,-0.4,97
COc1ccc(CNC(=O)c2cc3cccc(O)c3oc2=N)cc1,4,0.6,31,8,6,-10,-2,-1.4,106
COCCNC(=S)N1CCCN(c2nc3cc(C)ccc3cc2C#N)CC1,-7,-1.5,18,·,-8,-12,2,-1.7,104
COc1cccc(/C=N/N2CCOCC2)c1O,7,-1.4,-3,6,1,-1,1,-1.4,107
CC(=O)Nc1ccc(S(=O)(=O)Nc2cc(C)cn(Cc3ccccc3)c2=O)cc1,3,-2.3,-6,19,-16,-18,-15,-0.7,101
Cc1nn(-c2ccc(Cl)cc2)c2sc(C(=O)c3c(N)n(C)c(=O)n(C)c3=O)cc12,4,-3.7,-19,46,15,-1,-5,0.2,103
COc1ccc(Cl)cc1NC(=S)NNC(=O)C1(C)CC1(Cl)Cl (stereo not given),5,-4.6,-13,31,5,-3,-15,-3.2,104
C=CCO/N=C(\C)c1c(O)c(C)c(-c2ccccc2)n(-c2ccccc2)c1=O,4,-1.1,5,-6,9,10,-28,1.2,109
O=C(CN1C(=O)C2CC=CCC2C1=O)NCC(=O)Nc1ccc(F)c(F)c1F (stereo not given),4,-3.2,-11,16,2,7,-1,-1.5,105
Cc1ccc2c(c1)NC(=O)C(N1CCOCC1)(C(F)(F)F)O2 (stereo not given),3,-3.0,24,-13,3,-10,-5,-2.8,104
COc1ccc(CCNC(=O)CCSc2nc(-c3ccco3)cc(C(F)(F)F)n2)cc1OC,0,-3.4,-7,-45,7,28,-5,-3.0,104
CCNc1ccccc1C(=O)O,2,-2.9,17,27,1,0,-3,-3.0,104
COC(=O)Nc1nc(-c2cc(Cl)ccc2Cl)cs1,5,0.3,8,29,-5,3,-5,-0.5,100
O=C(CCNS(=O)(=O)c1ccc(Br)s1)NCc1ccc(F)cc1,5,-0.3,-12,-7,-5,3,-3,-1.4,102

Later entries.
Compound,IDE act,VIM-2 inhibitor,SUMO HTRF inh,PHOSPHO1 block,HCV NS3 hel inh,pCIP destab,FID counter,IMP-1 inh,MEKK3 PB1 HTS
O=C(N/N=C/c1ccncc1)c1cccs1,1,-2.6,4,36,7,0,-2,-1.8,107
O=C(/C=C/c1c(Cl)cccc1Cl)NCc1ccco1,2,0.6,13,3,-9,-4,7,-0.7,89
O=C(COC(=O)c1ccc[nH]c1=O)NCCc1ccc(F)cc1,7,-2.8,-5,42,-4,0,0,-2.2,98
O=C(Nc1ccccc1F)NC1CC1,-2,-3.1,-1,20,-6,-8,2,-1.6,100
O=C(CCCCCCCC(=O)c1ccccc1)c1ccccc1,0,-1.5,8,19,0,-14,-4,-0.9,83
COc1ccc(C)cc1NC(=O)c1ccoc1C,2,-2.2,3,-19,6,9,-4,-5.8,103
O=C(COc1ncnc2sccc12)NC1CCCc2ccccc21 (stereo not given),4,-4.0,5,-8,4,12,-5,-1.8,100
CS(=O)(=O)Nc1ccccc1C(=O)NCC1(N2CCCCC2)CCCCC1,-4,-0.7,16,-4,1,2,-1,-0.5,94
O=C(CN1C2=NCCN2c2ccccc21)c1ccc2c(c1)OCO2,-2,-4.7,10,10,-9,0,6,-3.7,98
O=C(c1cc2nc(-c3ccc(F)cc3)cc(C(F)(F)F)n2n1)N1CCCC1,·,-0.1,-9,-4,2,-7,4,0.2,100
Cc1ccc(NC(=O)COC(=O)C(CC(C)C)N2C(=O)C3CC=CCC3C2=O)c(C)c1 (stereo not given),2,-1.8,-5,11,-3,-12,-34,-3.8,109
Nc1nc(=S)c2ncn(C3OC(CO)C(O)C3O)c2[nH]1 (stereo not given),-2,22*,34,-43,16,3,0,0.4,92
COc1ccc(Cc2nnc(N/N=C(\C)c3ccccc3)[nH]c2=O)cc1OC,-2,-0.4,19,23,-11,-8,-21,-0.9,99
CCOc1ccc(N=C(NC#N)SC)cc1,9,-1.9,15,15,3,0,-1,-2.7,103
CC(=O)Nc1ccc(S(=O)(=O)Nc2nccc(/C=C/c3ccccc3F)n2)cc1,0,-2.4,21,33,3,3,0,-0.4,109
O=C(COC(=O)C1(c2ccccc2F)CCCC1)NCc1cccs1,4,-3.5,12,6,5,-9,-33,-2.5,104
Cc1ccc(S(=O)(=O)N2CCOCC2)cc1NC(=O)COC(=O)c1ccc2c(c1)OCO2,-3,-1.0,7,12,10,-1,-16,-2.4,101
CC12CN3CC(C)(CN(C1)C3c1ccc(Cl)cc1Cl)C2=O (stereo not given),-1,-2.5,-12,-2,5,-4,2,-3.4,93
CCOC(=O)C1CCCN(C2=NC(=O)/C(=C/c3ccc(O)c(OCC)c3)S2)C1 (stereo not given),-25,8.9*,24,7,-10,-17,-32,-1.0,110
CCOC(=O)c1c(C)[nH]c(C(=O)COC(=O)/C=C/c2ccc(OCC#N)c(OC)c2)c1C,0,-1.6,18,34,12,-6,-6,-3.2,99
C=CCn1c(SCc2cccc3ccccc23)nnc1-c1cccnc1,-9,-2.3,-22,22,5,12,-25,-1.4,108
N#C/C=C/N1CCC(Cc2ccccc2)CC1,3,-1.7,8,40,12,-6,-14,-2.9,100
Clc1ccc(CN2CCN(c3ncccn3)CC2)cc1,0,-0.1,-7,25,32,7,1,1.1,99
O=C1C2CCCN2C(=O)N1CCCN1CCN(c2ccc([N+](=O)[O-])cc2)CC1 (stereo not given),-4,-0.9,-6,24,13,6,-2,-3.0,102
COc1ccc(OC)c(C2=NOC(C(=O)NCc3ccccn3)C2)c1 (stereo not given),3,0.1,-4,9,7,-26,-7,-0.6,·
O=C(CSc1nnc2ccccn12)NCc1cccs1,1,0.7,33,-3,0,-16,-1,0.2,105
CCCc1cc(C(=O)NNC(=S)NC2CCCCC2)cs1,5,-2.6,6,-144,-1,-17,-29,-2.1,100
CS(=O)(=O)N(CC(O)CON=C1c2ccccc2-c2ccccc21)c1ccc(F)cc1 (stereo not given),-2,-4.5,2,-31,-12,-3,-18,-2.4,89
CCOC(=O)c1c(NC(=O)COC)sc(C)c1C,3,0.8,6,17,-4,20,-12,-7.5,91
COc1cc(/C=N/NC(=O)c2ccoc2C)ccc1O,5,-3.1,10,2,21,-2,-4,-3.6,98

Additional structures.
Compound,IDE act,VIM-2 inhibitor,SUMO HTRF inh,PHOSPHO1 block,HCV NS3 hel inh,pCIP destab,FID counter,IMP-1 inh,MEKK3 PB1 HTS
O=C(c1ccc([N+](=O)[O-])cc1)N1CCN(c2cccc3[nH]ccc23)CC1,0,0.0,11,-10,7,-18,-7,-3.4,101
NC(=O)C1CCN(c2oc(/C=C/c3ccc(F)cc3)nc2S(=O)(=O)c2ccccc2)CC1,6,-0.7,0,38,-10,-1,-30,-3.1,101
Cc1ccc(NC(=O)COc2ccc(C(=O)c3ccccc3)cc2)c(O)c1,-3,6.1,5,5,12,8,-19,1.1,100
O=c1c2[nH]c3ccccc3c2ncn1CCN1CCOCC1,2,1.1,12,-3,-4,-9,-1,2.3,102
COc1ccc(OC)c(NC(=O)CSc2nnc(CNC(=O)c3cccs3)o2)c1,7,-0.5,5,33,-5,-6,-14,-2.0,101
CCN(CC)S(=O)(=O)c1ccc(OC)c(NC(=S)Nc2cccc(C)c2)c1,·,-1.9,-3,-10,-1,-19,-5,-2.9,99
CCCN=C(N)/C(C(=O)OCC)=C(\O)c1ccc(OC)cc1,1,-1.7,0,32,-6,6,-21,-4.9,99
CC(C)CNC(=S)N1CCN(c2nc3ccccc3s2)CC1,-4,-1.4,5,24,-3,-12,-4,-1.1,109
COc1cccc(C(=O)NC2CC3CCCC(C2)N3CC(=O)Nc2ccccc2)c1 (stereo not given),3,-1.0,16,33,0,-9,16,28*,96
Cc1nc2ccc(NC(=O)c3ccco3)cc2nc1C,4,2.4,18,-8,16,-6,-5,-0.7,87
COc1cc(NC(=O)c2ccccc2)c(OC)cc1NC(=O)Cc1ccc(C)cc1,1,-0.9,25,8,16,-11,-30,-3.4,106

In the list so far, these contain a CF3 group:
Compound,IDE act,VIM-2 inhibitor,SUMO HTRF inh,PHOSPHO1 block,HCV NS3 hel inh,pCIP destab,FID counter,IMP-1 inh,MEKK3 PB1 HTS
Cc1ccc2c(c1)NC(=O)C(N1CCOCC1)(C(F)(F)F)O2 (stereo not given),3,-3.0,24,-13,3,-10,-5,-2.8,104
COc1ccc(CCNC(=O)CCSc2nc(-c3ccco3)cc(C(F)(F)F)n2)cc1OC,0,-3.4,-7,-45,7,28,-5,-3.0,104
O=C(c1cc2nc(-c3ccc(F)cc3)cc(C(F)(F)F)n2n1)N1CCCC1,·,-0.1,-9,-4,2,-7,4,0.2,100

Screening results: PubChem BioAssay, several laboratories
